Compound activity as filed in PubChem.
PKA-R2B activ = activators of PKA-R2B holoenzyme, primary screen, biochemical, fluorescence polarization, Cy5-IP20, human; cAMP-dependent protein kinase catalytic subunit beta (Homo sapiens) + cAMP-dependent …; PKA-R2B holoenzyme dissociation; R2B truncated from residue 108, S112A mutant; 0% DMSO only, 100% 113 µM cGMP; activation, % at 11.4 µM; 340,000 compounds, 0.079% hits; AID 504700, 2011;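 active = activation above a cutoff set at the mean over all compounds plus 3 SD, cut at about 18% in these data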;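 note: higher means more holoenzyme dissociation and a rise in polarization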
MOR-DOR ag = agonists of OPRM1-OPRD1 heterodimerization, primary screen, cell-based, luminescence; Mu-type opioid receptor (Homo sapiens) + Delta-type opioid receptor (Homo sapiens), …; cells; activation, % at 9.3 µM; 340,000 compounds, 0.3% hits; in the data active = activation above about 18%;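 note: 0% = vehicle-treated cells and 100% = reference agonist; values of inactives mirror those of a sister screen read the other way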
Target sequence (P35372 whole entry, looked up): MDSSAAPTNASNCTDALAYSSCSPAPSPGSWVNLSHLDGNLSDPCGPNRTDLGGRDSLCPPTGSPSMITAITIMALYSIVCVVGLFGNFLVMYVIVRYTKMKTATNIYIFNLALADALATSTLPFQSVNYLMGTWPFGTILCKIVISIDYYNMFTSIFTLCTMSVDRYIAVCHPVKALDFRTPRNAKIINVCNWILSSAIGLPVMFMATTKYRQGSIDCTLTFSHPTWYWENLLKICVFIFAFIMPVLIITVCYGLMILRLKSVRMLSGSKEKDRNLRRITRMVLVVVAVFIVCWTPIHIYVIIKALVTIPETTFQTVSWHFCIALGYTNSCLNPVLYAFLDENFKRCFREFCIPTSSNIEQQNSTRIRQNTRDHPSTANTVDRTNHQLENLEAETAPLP
Target sequence (P41143 whole entry, looked up): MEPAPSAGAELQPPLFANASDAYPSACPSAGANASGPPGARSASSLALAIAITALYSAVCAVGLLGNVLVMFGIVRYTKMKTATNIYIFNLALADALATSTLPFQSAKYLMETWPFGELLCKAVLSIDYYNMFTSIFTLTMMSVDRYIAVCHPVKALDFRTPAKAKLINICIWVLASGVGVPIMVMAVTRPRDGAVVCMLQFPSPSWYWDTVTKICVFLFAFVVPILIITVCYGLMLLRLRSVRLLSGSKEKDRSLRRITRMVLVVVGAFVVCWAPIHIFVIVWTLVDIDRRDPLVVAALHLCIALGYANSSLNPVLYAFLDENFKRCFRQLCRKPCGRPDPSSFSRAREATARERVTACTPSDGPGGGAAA
phage Ecoli inh = growth loss of phage-infected E. coli, primary screen, RecBCD inhibitor project, absorbance, with phage, HTS | 360,000 compounds, 0.26% hits | inhibition, % at 11.9 µM; in the data active = inhibition above about 11%
HTR5A inv ctr = HTR5A inverse agonists in luminescence cell assay, primary screen, counter-screen for OPRM1-OPRD1 heterodimer inverse agonist project, full-deck HTS; 5-hydroxytryptamine receptor 5A (Homo sapiens), P47898; HTR5A cell line, inverse agonism; inhibition, % at 9.3 µM; 340,000 compounds, 0.083% hits; AID 504634, 2011; in the data active = inhibition mostly above about 23%, no sharp cut-off; inactive = mostly below about 18%;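 note: 0% = cells with DMSO and 100% = no-cell wells with DMSO; some compounds called inactive have numbers as strong as hits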
OPRM1-OPRD1 inv = inverse agonists of MOR-DOR heterodimerization, primary screen, cell-based, luminescence. Mu-type opioid receptor (Homo sapiens) + Delta-type opioid receptor (Homo sapiens), …. cell-based MOR-DOR heterodimer luminescence, inverse agonism. inhibition, % at 9.3 µM. 340,000 compounds, 0.21% hits. AID 504357, 2011; in the data active = inhibition above about 22%, passing the limit was not always enough;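 note: 0% = cells with DMSO and 100% = wells without cells with DMSO; values of inactives mirror those of a sister screen read the other way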
Tat export inh = E. coli Tat export inhibitors, primary screen, MC4100, TorA-mCherry reporter, fluorescence, single point | inhibition, % at 10 µM | 340,000 compounds, 0.036% hits | AID 488895, 2010;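 active = mean replicate inhibition at least 50% and at least half of replicates individually reaching 50%; inconclusive = only one of the two criteria met; inactive = neither criterion met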;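 note: exported cargo escapes ClpAP degradation while cytoplasmic cargo is degraded and loses fluorescence; 0% = median of neutral control wells and 100% = median of NaSCN control wells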
PKA-R1A act = activators of PKA-R1A holoenzyme, primary screen, biochemical, fluorescence polarization, Cy5-IP20, bovine R1A, mouse PKAc | activation, % at 11.4 µM | PKA-R1A dissociation; scaled: DMSO 0%, 113 µM cGMP 100% | 340,000 compounds, 0.083% hits | cAMP-dependent protein kinase type I-alpha regulatory subunit (Bos taurus) + …;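 active = percent activation above the mean of all tested compounds plus 3 SD, cut at about 19% in these data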;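 note: higher means more PKAc released from R1A so a rise in polarization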
AddAB inh = growth inhibition of E. coli expressing H. pylori AddAB, primary screen, AddAB inhibitor project, absorbance; 330,000 compounds, 0.29% hits; inhibition, % at 11.9 µM; in the data active = inhibition above about 12%;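 note: 0% = vehicle wells of infected cells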
PfHsp90 set2 = growth inhibition of PfHsp90-expressing yeast, primary screen, antimalarial PfHsp90 inhibitor project, S. cerevisiae, BacTiter-Glo luminescence, single point, set 2 | 310,000 compounds, 0.32% hits | inhibition, % at 9.4 µM | AID 504621, 2011 | BacTiter-Glo ATP, 48 h; yeast lacking PDR1 and PDR3 efflux regulators;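 active = every replicate shows inhibition above about 80%, whatever the replicate mean, limit read from the data; inconclusive = mean inhibition reaches the set limit but some replicate falls short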;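 note: 0% = DMSO neutral controls and 100% = 20 µM radicicol positive controls; yeast relying on Plasmodium falciparum Hsp90 in place of its own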
Ecoli viability = E. coli V3065 growth inhibition, primary screen, counter-screen for AddAB inhibitor project, absorbance, OD600; 18 h; inhibition, % at 11.9 µM; 330,000 compounds, 0.27% hits; AID 449728, 2010;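 active = inhibition above the campaign's mean inhibition across all tested compounds plus 3 SD, cut at about 9.9% in these data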;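 note: uninfected addAB+ strain grown without phage in ampicillin broth; 0% = DMSO wells and 100% = ciprofloxacin 0.95 µg/ml wells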
SUMO Mot1 rescue = yeast Mot1-301 growth rescue at high temperature, primary screen, SUMOylation pathway inhibitor project, S. cerevisiae, ATP luminescence, 38.5C. growth rescue, % at 18.8 µM. S. cerevisiae Mot1-301 growth rescue; percent above DMSO median, 100 means doubled. 320,000 compounds, 1% hits. AID 2716, 2010;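 active = every valid replicate shows activation above 250% relative to neutral control wells; inactive = the rest, any valid replicate at or below 250%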;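 note: OY570 slx delta 5 strain wells were the positive control but not used for scaling; some compounds called inactive have numbers as strong as hits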
The depositor's hits bear a star; ? = inconclusive; · = no result given; & = joins results of further samples.

structure	PKA-R2B activ	MOR-DOR ag	phage Ecoli inh	HTR5A inv ctr	OPRM1-OPRD1 inv	Tat export inh	PKA-R1A act	AddAB inh	PfHsp90 set2	Ecoli viability	SUMO Mot1 rescue
COc1ccc(CN2CCN(c3ccccn3)CC2)c(OC)c1C	-6&2	-2.1&-1.2	1.8&0.0	3&-7	11&6	13&6	-13&-11	-0.3&-0.1	-6&12	-0.7&0.1	-2&-8
CCSc1nnc(NS(=O)(=O)c2ccc(OC)cc2)s1	-8	-2.0	3.2	26	10	-7	1	3.4	-11	1.4	-5
CCN(C(=O)CSc1nnc2nc(C)cc(C)n12)c1ccccc1	-5	0.2	4.4	-28	-1	-3	-8	1.4	9	0.4	2
CCCC(=O)C1=C(N(C)c2ccccc2)CC(C)(C)CC1=O	1	0.5	2.7	-16	-2	-2	-3	2.4	-3	-0.8	-9
CCCCn1nc(C(=O)Nc2cccc(C(=O)NC3CC3)c2)c2ccccc2c1=O	-12	-2.7	6.6	3	14	5	-13	0.6	7	0.2	0
CCOCC(=O)Nc1cc(OC)c(Cl)cc1OC	-4	-1.0	1.6	-25	6	0	-3	-2.1	-3	-1.6	-1
CC(C)(C)c1ccc(OCc2ccc(C(=O)N/N=C/c3ccc(O)c(O)c3)cc2)cc1	5	5.0	4.0	-22	-24	-2	-8	6.6	·	1.8	-29
c1ccc(N2CCN(c3ccc4nncn4n3)CC2)nc1	-17	-1.4	1.8	13	8	2	-1	1.5	34	-1.4	-17
O=C(C1=C[C@H](c2ccc(C(F)(F)F)cc2)C[C@H](OCCCCO)O1)N1CCN(Cc2ccc3c(c2)OCO3)CC1	-1	-2.4	1.2	-41	13	-2	-8	2.3	3	0.2	5
COc1ccc(N(CC(=O)Nc2cc(OC)ccc2OC)S(=O)(=O)c2c(C)noc2C)cc1	3	-0.1	-0.8	-15	0	0	0	2.7	-14	-0.8	0
S=C(NCCc1ccccc1)Nc1cccc2cnccc12	-9	1.5	2.2	-16	-7	-8	-13	0.3	·	-0.8	·
COc1ccc(/C=C/C(=O)c2ccccc2O)cc1CN1CCOCC1	-6	-0.6	·	15	2	5	8	2.2	-16	0.0	515
CCOC(=O)c1sc(=NC(=O)c2ccc(OC(C)C)cc2)n(C)c1C	-16	-3.6	2.1	-1	17	-5	-6	-0.5	41	-1.5	-18
C/C(=N\NC(=O)CSc1nc(C)cc(C)n1)c1cccs1	-1	1.1	3.9	1	-8	-11	0	2.4	0	0.8	2
COc1cccc(N2C(=NC(=O)COc3ccccc3)SC3CS(=O)(=O)CC32)c1 (stereo not drawn)	-4	-2.3	1.5	-1	12	1	-6	5.5	26	-0.7	13
CC(C)C[C@H](NC(=O)N1CCn2c1nc1ccccc12)C(=O)NCc1ccco1	12	·	-0.8	·	·	9	-10	1.0	-7	2.4	4
Cc1c(CBr)[n+](=O)c2c(n1[O-])C(Br)CCC2Br (stereo not drawn)	-1	-0.1	-1.1	4	1	2	7	-0.7	-4	2.3	10
O=C1NC[C@H](Cc2ccccc2)N(C[C@H]2CCCN2C[C@H](Cc2ccccc2)N2C[C@H](Cc3ccccc3)N(CCc3ccccc3)C(=O)C2=O)C1=O	1	0.5	1.4	-19	-2	1	-12	·	-1	·	·
COc1ccc(OC)c2nc(-c3ccncc3)ccc12	-8	-3.9	1.1	3	18	-1	-12	1.2	-14	-1.7	-9
CCOC(=O)C1CCCN(Cc2cc(=O)oc3cc(C)c(C)cc23)C1 (stereo not drawn)	-2	2.5	1.6	17	-13	-9	-7	2.1	-1	1.6	6
O=C(NCCS(=O)(=O)N1CCC2(CC1)OCCO2)c1ccc(F)cc1	-7	0.8	5.5	-5	-5	-10	0	-2.0	2	2.4	-12
S=C1NC2(CCCC2)Nc2ccccc21	-4	-1.7	3.2	11	9	-2	1	1.8	22	1.5	0
Cc1ccc(N/C(N)=N/c2nc3c(c(=O)[nH]2)CCCC3)c(C)c1	-13	-1.1	3.7	-3	6	4	4	4.0	5	1.1	-3
Cc1ccc(/C=N/NC(=O)CSc2nc3ccccc3c(=O)n2-c2ccccc2)s1	5	-1.4	3.1	8	7	3	-1	6.8	19	1.0	10
Cc1cccc(NC(=S)NCCCN2CCOCC2)c1	-8	-2.9	2.5	3	13	-3	0	1.1	-2	-0.1	-11
O=C(CSc1n[nH]c(-c2ccc(S(=O)(=O)N3CCCCC3)cc2)n1)Nc1nccs1	2	0.0	6.0	-19	0	-3	3	-1.5	-15	-0.1	7
S=c1[nH]nc(COc2ccccc2)n1Cc1ccccc1	-1	0.1	2.3	12	0	-8	7	0.7	-22	1.1	10
Cc1ccc2cc(-c3noc(C4CCCCC4)n3)c(=O)[nH]c2c1	3	-2.2	2.2	-22	13	20	-6	3.6	-5	0.3	-8
COc1ccccc1NS(=O)(=O)c1cccc(C(=O)NCc2ccncc2)c1	-1	-0.7	3.5	16	5	3	-1	-1.9	26	-1.9	-19
CN(C(=O)COC(=O)c1cccnc1Nc1ccccc1F)C1CCS(=O)(=O)C1 (stereo not drawn)	-3	0.3	4.6	7	-2	-1	-18	3.1	-3	-1.3	-9
Clc1ccc(C2=NOC(c3nnc(-c4ccccc4)o3)C2)cc1 (stereo not drawn)	-2	-4.6	3.1	-5	21	-6	-5	2.0	37	-0.7	1
C[C@@H]1O[C@@H](Oc2c(-c3cc(O)c(O)c(O)c3)oc3cc(O)cc(O)c3c2=O)[C@H](O)[C@H](O)[C@H]1O	-7	1.2	0.6	-9	-7	9	-1	2.7	-10	-0.8	-2
O=C(c1cc(C2CC2)on1)N1CCN(c2ccc(F)cc2)CC1	2	-0.6	3.2	-5	4	0	6	-1.5	-18	-0.6	-9
CCOc1ccc(Br)cc1S(=O)(=O)Nc1cccc(S(=O)(=O)N(CC)CC)c1	4	-2.3	2.3	3	12	0	-11	4.2	14	2.4	41
CC1CCCCN1CCCNc1ccc(C(CC(N)=O)NC(=O)c2ccccc2)cc1[N+](=O)[O-] (stereo not drawn)	3	-1.9	3.1	-2	11	-15	6	3.3	17	1.5	-18
COc1ccc(OC)c(N(CC(=O)NCc2ccccn2)S(C)(=O)=O)c1	-3	-0.2	2.2	6	1	-3	-1	-1.2	·	-2.9	15
COc1ccc(C2=Nn3c(nnc3-c3ccncc3)SC2)cc1OC	-9	-3.0	0.9	-3	16	-7	-13	0.4	4	-0.2	-10
COc1ccc2nc(C)cc(SCC(=O)Nc3c(C)cc(C)cc3C)c2c1	-7	-2.3	2.3	-25	12	-3	1	1.3	-45	-0.5	-15
O=C(CCSc1ccccc1)NCC1CCCO1 (stereo not drawn)	5	-0.5	1.3	30	2	?	-9	-0.2	-9	-1.7	5
COCCn1nnnc1C(c1ccc(OC)c(OC)c1)N1CCc2ccccc21 (stereo not drawn)	-8	-2.0	0.0	-9	12	2	-2	0.1	-24	-1.2	-1
O=C(CCN1CCN(S(=O)(=O)c2cccc([N+](=O)[O-])c2)CC1)Nc1ccccc1F	-8	0.1	1.3	15	-1	-2	0	5.0	-13	0.7	4
O=C(N/N=C/c1ccccc1Cl)c1nc2ccc([N+](=O)[O-])cc2c(=O)[nH]1	6	-0.1	3.1	-14	1	-1	-2	1.2	12	0.5	129
COc1cc(NC(=O)CCN2CCN(C/C=C/c3ccccc3)CC2)cc(OC)c1	2	-0.7	0.0	-18	4	2	-1	·	23	·	4
CCCc1ccc(-c2cc(C(=O)Nc3ccc([N+](=O)[O-])cn3)c3ccccc3n2)cc1	-3	1.2	4.2	-6	-7	26	-9	0.7	24	-2.4	0
CC(C)(C)[C@H]1COC(=O)[C@H](Cc2ccc(F)cc2)CC/C=C/C[C@@H](CC(=O)N[C@H](CO)Cc2ccccc2)C(=O)N1	3	0.6	0.3	10	-3	-6	3	2.9	-19	-0.8	3
COc1ccc2oc(C(=O)OCC(=O)N3CC(C)CC(C)C3)c(C)c2c1 (stereo not drawn)	-6	-4.7	1.2	6	23	11	-18	1.0	-3	2.4	4
COc1cc(C)c2occ(/C(C)=N\O)c2c1	-1	-2.4	3.7	16	12	-5	-1	-0.2	1	-1.7	-24
Cc1ccccc1OCCC(=O)Nc1ccccc1C(=O)N1CCCCC1	4	-2.3	-1.5	10	9	9	-3	2.1	26	-0.2	9
COC(=O)c1ccc(N2CCOCC2)c(NC(=O)c2ccc(Br)o2)c1	8	-2.2	0.8	29	11	-3	-7	1.8	2	-1.8	-15
COc1ccc(OC)c(N/C(C)=C/C(=O)c2ccc(Br)cc2)c1	2	1.6	-1.5	9	-8	3	-16	-0.3	-12	-1.7	-5
Cc1ccc(S(=O)(=O)c2c(N)n(-c3ccccc3)c3nc4ccccc4nc23)cc1	-2	-3.0	7.8	22	15	-7	-3	4.5	-6	1.3	-17
O=S(=O)(c1cccc(-n2cnnn2)c1)N1CCOCC1	-4	-0.7	2.1	4	4	-1	-16	1.6	-10	-0.9	325
O=C(Nc1ccccc1C(=O)Nc1ccccn1)c1cccc([N+](=O)[O-])c1	1	-1.1	0.2	-3	5	1	-7	1.0	11	0.0	22
CN(Cc1ccccc1)C(=O)COc1ccc(-c2nnco2)cc1	17	-3.6	3.4	12	18	-6	-4	-0.2	-3	0.6	-16
CC(=O)c1ccc(S(=O)(=O)N2CCN(CCOc3ccc(Br)cc3)CC2)cc1	-9	1.3	-2.3	-19	-5	3	-15	-0.1	1	-2.5	22
CCCNC(=S)NC1CCCC1	0	-2.8	1.8	5	15	-4	-1	-0.5	·	0.2	-6
COc1cc(C(=O)NCc2cccnc2)ccc1OCC(=O)Nc1cccc(C(F)(F)F)c1	-23	1.8	5.7	14	-12	3	-17	4.1	5	-0.6	1
CCn1c2ccccc2c2nnc(SCN3C(=O)c4ccccc4C3=O)nc21	-3	0.4	1.8	5	-2	-1	-6	·	27	·	·
CC(NS(=O)(=O)c1ccc(Br)cc1)c1ccccc1 (stereo not drawn)	1	6.0	1.5	-6	-30	1	8	3.5	-41	0.9	-6
